# UBC13 polyUb: blocks human UBC13 polyubiquitin chain formation; P61088; TR-FRET; inhibition, % at 20 µM; hit rate 0.47% among 330,000; in the data active means inhibition above about 45%, passing the limit was not always enough
# SENP7 inh: inhibitors of human SENP7 protease | Q9BQF6 | recombinant SENP7, Z-RLRGG-aminoluciferin luminescence, 40 min | inhibition, % at 5 µM | hit rate 1.5% among 330,000 | AID 434973;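 active means inhibition above about 50% at the single test dose, limit read from the data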;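 further: plate controls were DMSO with enzyme for no effect and no enzyme buffer wells for full effect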
# SENP8 block: inhibitors of human SENP8 protease | hit rate 1.2% among 330,000 | purified SENP8, Z-RLRGG-aminoluciferin cleavage, luminescence | AID 2540 | inhibition, % at 10 µM | Q96LD8
# HKDC1 inhibitor: blocks human hexokinase HKDC1 activity; recombinant HKDC1, G6PDH/diaphorase resazurin coupled fluorescence; inhibition, % at 20 µM; AID 493160; hit rate 0.16% among 340,000;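 active means inhibition above about 35% when tested at 20 µM, limit read from the data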;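 further: plate controls were DMSO wells with enzyme for no effect and DMSO wells lacking enzyme for full effect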
# Target sequence (Q2TB90 whole entry, looked up): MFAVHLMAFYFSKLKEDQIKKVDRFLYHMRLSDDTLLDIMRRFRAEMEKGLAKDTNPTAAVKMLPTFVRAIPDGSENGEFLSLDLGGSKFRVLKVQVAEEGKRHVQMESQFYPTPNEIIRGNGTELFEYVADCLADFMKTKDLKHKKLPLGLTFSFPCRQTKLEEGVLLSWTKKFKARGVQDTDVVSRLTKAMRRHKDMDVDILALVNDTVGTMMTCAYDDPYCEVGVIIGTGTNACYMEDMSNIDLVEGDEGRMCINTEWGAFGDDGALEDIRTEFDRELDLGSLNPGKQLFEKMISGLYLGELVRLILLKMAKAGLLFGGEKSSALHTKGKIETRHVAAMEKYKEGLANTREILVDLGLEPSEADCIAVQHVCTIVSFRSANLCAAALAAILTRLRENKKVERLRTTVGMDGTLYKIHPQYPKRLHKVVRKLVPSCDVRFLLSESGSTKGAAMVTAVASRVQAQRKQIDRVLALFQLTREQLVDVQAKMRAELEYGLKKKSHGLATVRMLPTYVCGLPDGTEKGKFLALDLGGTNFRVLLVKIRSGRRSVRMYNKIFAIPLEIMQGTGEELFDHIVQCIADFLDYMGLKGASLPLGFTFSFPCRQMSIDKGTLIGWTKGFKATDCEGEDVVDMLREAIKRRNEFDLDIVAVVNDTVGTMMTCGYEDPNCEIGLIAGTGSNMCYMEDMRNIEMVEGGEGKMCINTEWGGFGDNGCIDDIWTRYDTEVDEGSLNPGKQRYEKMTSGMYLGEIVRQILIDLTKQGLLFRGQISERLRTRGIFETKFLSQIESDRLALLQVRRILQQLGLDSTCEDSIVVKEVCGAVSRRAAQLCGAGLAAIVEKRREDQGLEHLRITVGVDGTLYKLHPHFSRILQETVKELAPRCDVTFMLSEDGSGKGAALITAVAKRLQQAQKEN
#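 Test system: recombinant HKDC1 (HK5) hexokinase enzyme, produced in-house / Doses: 20 µM test compound, 1% DMSO / Timing: 90 min, room temperature / Detection: G6PDH/diaphorase-coupled fluorescence, 1 mM NADP, 100 µM resazurin, 525/613 nm / Control set: DMSO wells with and without enzyme mix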
# Jurkat NFkB inh: lowers PMA/ionomycin-induced NF-kB signal in Jurkat cells; PMA/ionomycin-induced NF-kB luciferase reporter, luminescence; inhibition, % at 4 µM; hit rate 0.53% among 330,000; AID 435003
# 697 NFkB inh: inhibitors of the PMA/ionomycin-induced NF-kB reporter in 697 B cells; 697 B-cell NF-kB luciferase reporter, 16 h; inhibition, % at 4 µM; hit rate 0.33% among 330,000; in the data active means inhibition above about 35%
# Apaf-1 inh: blocks human Apaf-1 apoptosome activity; inhibition, % at 20 µM; AID 489030; reconstituted apoptosome caspase-3 activity, DEVD-Rh110 fluorescence; hit rate 0.71% among 330,000; active means inhibition of at least 40% at 20 µM;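 further: plate controls were DMSO wells for no effect and DEVD-CHO caspase inhibitor wells for full effect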
#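 detection = Rh110 fluorescence intensity | test system = biochemical Apaf-1 apoptosome reconstitution | also added = cytochrome c and DEVD-Rh110 substrate | schedule = 30 min plus 50 min, RT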
# Gli-Sufu antag: antagonists of Gli-Sufu signaling. Sufu-KO-LIGHT fibroblasts, Gli luciferase reporter luminescence. inhibition, % at 5 µM. hit rate 0.74% among 340,000;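 active means inhibition above about 55%, limit read from the data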;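 further: 0% = DMSO-treated cells and 100% = wells with medium but no cells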
# * marks the source's active call; other numbers are inactive results; nt = not tested or not shown. Unless noted, no stated cut-off is given here; in the data, active means inhibition above about 50%; inactive means the rest. Hits appear at their usual frequency (roughly 3.6% active in at least one column).
SMILES,UBC13 polyUb,SENP7 inh,SENP8 block,HKDC1 inhibitor,Jurkat NFkB inh,697 NFkB inh,Apaf-1 inh,Gli-Sufu antag
O=C(O)C1=C[C@@H](c2ccc(C(F)(F)F)cc2)C[C@@H](OCc2ccc(CO)cc2)O1,-15,-19,-16,2,0,-5,11,-7
Cc1c(NC(=O)c2ccccc2F)c(=O)n(-c2ccccc2)n1C,-1,-7,-2,-3,8,6,-16,5
O=C(OCc1cc([N+](=O)[O-])cc2c1OCOC2)c1ccccn1,-7,9,-4,-11,-3,10,3,-4
COc1cccc(NC(=O)CN(C)C(=O)Cc2n[nH]c(=O)c3ccccc23)c1,15,-3,-1,-1,-8,26,-9,-15
O=C(Cc1ccccc1F)Nc1cc(S(=O)(=O)N2CCCC2)ccc1Cl,2,1,-1,-6,-6,4,2,0
CC(=O)Nc1ccc(NC(=O)c2ccccc2N(Cc2ccccc2)S(C)(=O)=O)cc1,8,-7,5,-3,6,6,3,8
COc1cc(Cl)c(C)cc1NC(=O)CN1CCN(C(=O)C2CC2)CC1,3,0,10,-5,42,0,-21,5
O=C(Cn1c(=O)c2cccn2c2ccccc21)Nc1cc(F)ccc1F,3,6,1,-3,6,2,5,1
COc1ccc(CC(=O)Oc2ccccc2C)cc1,-1,1,0,-3,9,7,4,4
Cc1cc(S(=O)(=O)N2CCOCC2)ccc1F,4,5,0,-5,4,13,-3,-4
C/C(=N\NC(=O)c1ccccc1)C1C2C=CC(C2)C1(C)C (configuration not stated),1,-1,-1,-5,3,-6,-3,23
Cc1cc(OCC(O)CN(CCO)CCO)ccc1Cl (configuration not stated),-14,15,-9,0,-22,-25,-12,-1
NC(=NCCc1ccc(Cl)cc1)NS(=O)(=O)c1ccccc1,2,8,9,3,11,16,-5,-35
COc1cccc(-c2nc(CCl)cs2)c1OC,2,-1,-8,-8,-4,7,-5,-15
C=CCn1c(C)nnc1SCC(=O)c1[nH]c(C)c(C(C)=O)c1C,11,2,1,0,3,29,-18,-3
O=C(Nc1ccccc1C(=O)NC1CC1)c1ccc([N+](=O)[O-])o1,-10,2,13,7,5,-13,-3,-11
Cc1cc(Cl)c(C)c(S(=O)(=O)Oc2ccccc2NC(=O)CCC(=O)O)c1Cl,2,0,6,0,5,11,-6,-1
CC(C)c1ccc(S(=O)(=O)c2nnn3c2nc(NCC2CCCO2)c2ccccc23)cc1 (configuration not stated),8,-5,5,-2,1,5,21,3
CC(C)OCCCNC(=O)c1ccc(NS(C)(=O)=O)cc1,-5,6,6,-7,-6,-17,-26,-1
CCCNc1c(NC(C)=O)c(=O)oc2ccccc12,-1,-17,-5,-3,-22,4,0,27
COC(=O)c1ccc(C2Nc3ccccc3NC3=C2C(=O)CC(C)(C)C3)cc1 (configuration not stated),-18,-12,-13,-4,-6,-23,1,-17
Brc1ccccc1OCCCn1cnc2ccccc21,12,11,-7,-10,-114,-124,4,-115
Cc1ccccc1C(=O)Nc1c(-c2cccs2)c(=O)c2ccccc2n1C,-5,-1,3,1,-2,12,-14,1
COc1ccc(CN2C(=O)CSC2c2ccncc2)cc1 (configuration not stated),1,4,1,6,1,-4,5,4
CCOc1cc(CN2CCN(Cc3ccc(C)o3)C(CCO)C2)ccc1OC (configuration not stated),-8,-6,-10,-10,-6,-7,3,13

# Laid out differently: results already given.
Structure	UBC13 polyUb	SENP7 inh	SENP8 block	HKDC1 inhibitor	Jurkat NFkB inh	697 NFkB inh	Apaf-1 inh	Gli-Sufu antag
Brc1ccccc1OCCCn1cnc2ccccc21	12	11	-7	-10	-114	-124	4	-115
COc1cc(Cl)c(C)cc1NC(=O)CN1CCN(C(=O)C2CC2)CC1	3	0	10	-5	42	0	-21	5
Cc1cc(S(=O)(=O)N2CCOCC2)ccc1F	4	5	0	-5	4	13	-3	-4

# Carrying on:
SMILES,UBC13 polyUb,SENP7 inh,SENP8 block,HKDC1 inhibitor,Jurkat NFkB inh,697 NFkB inh,Apaf-1 inh,Gli-Sufu antag
CC1CCN(Cc2nnnn2CCCC(=O)N(C)C2CCOC2)CC1 (configuration not stated),1,2,3,-7,15,10,-2,4
Cc1ccnc(NC(=O)CCC(=O)N(CC(=O)NC2CCCCC2)C2CCCC2)c1,1,2,0,2,11,32,-8,3
O=C(Nc1cc(Cl)ccc1Cl)C1CC(=O)N(c2ccc(Br)cc2)C1 (configuration not stated),-9,-12,-9,3,-19,5,13,10
N#Cc1ccc(-c2csc(NC(=O)C3CC3)n2)cc1,0,1,-5,0,-28,-20,10,-26
COc1cccc(CNC(=O)C2CCCN(c3cnccn3)C2)c1 (configuration not stated),-8,9,5,-2,0,-11,2,nt
O=C(NNc1ccccc1[N+](=O)[O-])Nc1ccc(F)cc1,-22,-7,4,-6,31,-67,-13,2
COc1ccc(CN(C)C(=O)C23CC4CC(CC(Cl)(C4)C2)C3)c(OC)c1OC,-5,4,3,-5,21,-2,18,16
C=CCNC(=O)CN(c1cccc(Br)c1)S(C)(=O)=O,-3,5,3,0,5,-11,-56,9
COCCNC(=O)c1cc2c(=O)n(C)c3ccccc3c2n1C,5,-17,-9,4,-2,16,11,0
CC1(C)C(=O)NCCN1C(=O)c1ccc2nc(Cc3ccccc3F)oc2c1,0,-3,-4,-13,-4,-55,2,12
COc1ccc(/C=N/NC(=O)c2ccccc2OCc2ccccc2)c(OC)c1,-17,-5,-3,-14,0,-3,19,17
O=C(Nc1cccc(-c2ccc(N3CCCCC3)nn2)c1)C(F)(F)F,0,6,34,-2,-48,-114,-3,19
O=C(NCc1ccco1)c1ccc(Br)c(S(=O)(=O)N2CCCCC2)c1,9,7,1,-4,-1,-15,-4,1
COc1ccc(CCNC(=O)C2CC3Cn4c(nc5cc(Cl)c(Cl)cc54)C3N2C)cc1 (configuration not stated),12,-3,2,2,18,19,2,7
COc1ccc(OC)c([N+](=O)[O-])c1C(N)=O,1,10,3,12,4,20,-9,8
O=C1NCCNC(=O)c2ccccc2OCCOc2ccccc21,-4,-9,-12,7,-7,-5,9,-2
CCOC(=O)C1CCN(C(=O)CCc2ccccc2)CC1,5,1,0,-2,5,25,-1,-12
COc1ccc2[nH]c(C(=O)Nc3ccc(C)c(F)c3)cc2c1,7,1,-3,-2,-49,-28,-5,-29
COc1ccccc1N1CCN(Cc2nc(N)nc(Nc3ccc(C)cc3)n2)CC1,4,0,-2,-5,15,11,7,14
Nn1c(SCC(=O)N2CCCc3ccccc32)nnc1-c1ccc(Cl)cc1,5,-2,-4,3,3,16,-16,-2
COc1ccc(C2(C(=O)Nc3ccccc3)CCOCC2)cc1,10,10,0,-4,2,12,-4,-4
CCc1ccccc1NC(=O)C1CCCN(c2nccc(C)n2)C1 (configuration not stated),8,1,0,-5,6,9,4,43
O=C1Nc2ccccc2O/C1=C\c1ccccc1,5,1,-4,-4,-68,-43,11,2
Cc1ccc(COC(=O)Cc2coc3cc(O)ccc23)cc1,34,6,-8,8,19,14,8,-29
CC(=O)N1CCN(S(=O)(=O)c2cccc(C(=O)Nc3nccs3)c2)CC1,-8,-6,-5,-16,22,-29,3,1

# Part of the list above in order of heavy-atom count, rising.
SMILES,UBC13 polyUb,SENP7 inh,SENP8 block,HKDC1 inhibitor,Jurkat NFkB inh,697 NFkB inh,Apaf-1 inh,Gli-Sufu antag
COc1ccc(OC)c([N+](=O)[O-])c1C(N)=O,1,10,3,12,4,20,-9,8
O=C1Nc2ccccc2O/C1=C\c1ccccc1,5,1,-4,-4,-68,-43,11,2
N#Cc1ccc(-c2csc(NC(=O)C3CC3)n2)cc1,0,1,-5,0,-28,-20,10,-26
O=C(NNc1ccccc1[N+](=O)[O-])Nc1ccc(F)cc1,-22,-7,4,-6,31,-67,-13,2
Cc1ccc(COC(=O)Cc2coc3cc(O)ccc23)cc1,34,6,-8,8,19,14,8,-29
COc1ccc(C2(C(=O)Nc3ccccc3)CCOCC2)cc1,10,10,0,-4,2,12,-4,-4
CCc1ccccc1NC(=O)C1CCCN(c2nccc(C)n2)C1 (configuration not stated),8,1,0,-5,6,9,4,43
O=C(Nc1cccc(-c2ccc(N3CCCCC3)nn2)c1)C(F)(F)F,0,6,34,-2,-48,-114,-3,19
CC(=O)N1CCN(S(=O)(=O)c2cccc(C(=O)Nc3nccs3)c2)CC1,-8,-6,-5,-16,22,-29,3,1
Nn1c(SCC(=O)N2CCCc3ccccc32)nnc1-c1ccc(Cl)cc1,5,-2,-4,3,3,16,-16,-2
COc1ccc(CN(C)C(=O)C23CC4CC(CC(Cl)(C4)C2)C3)c(OC)c1OC,-5,4,3,-5,21,-2,18,16
COc1ccc(/C=N/NC(=O)c2ccccc2OCc2ccccc2)c(OC)c1,-17,-5,-3,-14,0,-3,19,17
Cc1ccnc(NC(=O)CCC(=O)N(CC(=O)NC2CCCCC2)C2CCCC2)c1,1,2,0,2,11,32,-8,3
COc1ccc(CCNC(=O)C2CC3Cn4c(nc5cc(Cl)c(Cl)cc54)C3N2C)cc1 (configuration not stated),12,-3,2,2,18,19,2,7

# (listing goes on)
SMILES,UBC13 polyUb,SENP7 inh,SENP8 block,HKDC1 inhibitor,Jurkat NFkB inh,697 NFkB inh,Apaf-1 inh,Gli-Sufu antag
CCCCN1C(=O)C(=O)N(CC(=O)N2CCN(c3ccccc3)CC2)C1=O,-8,0,-8,-1,16,10,2,-7
CCCCCCn1c(=O)c(-c2ccccc2)c(O)c2ccccc21,5,2,-3,9,-10,6,5,3
COc1ccc(NC(=O)CN(C)S(=O)(=O)c2ccc3c(c2)CCCN3C(C)=O)cc1,6,2,-4,-4,-2,2,-13,-2
CCn1c(CNc2ccc(Cl)cc2)nnc1SCC(=O)OC1CCCCC1,12,-1,-4,2,-5,-15,18,-20
CCOC(=O)N1CCN(C(=O)C2CCCN(S(=O)(=O)c3c(C)cc(C)cc3C)C2)CC1 (configuration not stated),7,-3,-13,0,5,-26,7,15
CC(c1ccccn1)N(C)C(=O)c1ccc2nc(Cc3cccc(Cl)c3)oc2c1 (configuration not stated),5,0,1,-2,-69,-68,21,0
COC(=O)COc1c(Cl)cc(C(c2c(C)[nH][nH]c2=O)c2c(C)[nH][nH]c2=O)cc1OC,-2,6,4,-1,3,10,4,nt
CS(=O)(=O)c1ccccc1C(=O)Nc1cc(Cl)ccc1-n1cncn1,4,4,-9,2,-10,0,1,-3
CCC(=O)Nc1cc(NC(=O)CSc2ncc(-c3ccc(F)cc3)n2Cc2ccco2)ccc1C,-1,-9,-1,1,-63,-97,15,-63
O=C(NC1CCN(Cc2ccccc2)CC1)c1ccc(Oc2cc(Cl)cc(Cl)c2)o1,9,-6,-7,-1,1,10,28,8
COc1ccc(-c2cn(-c3ccc(Cl)cc3)c3[n+]2CCCCC3)cc1,-3,1,5,-8,18,-18,-24,80*
O=C(O)c1ccc(NCc2ccc3c(c2)OCO3)cc1,-3,5,-1,-2,-6,-27,-6,4
FC(F)(F)c1cc(-c2ccco2)nc2ncnn12,-4,-5,-13,-11,9,3,-6,4
Clc1ccc(CSc2nccn2Cc2ccccc2)cc1,15,7,4,4,9,12,31,2

# Compound activity deposited in PubChem BioAssay by Sanford-Burnham Center for Chemical Genomics.
